# TbHK1 inh = Trypanosoma brucei hexokinase 1 inhibitors, primary screen, biochemical, G6PDH-coupled NADH absorbance, MLSCN library | inhibition, % at 10 µM | AID 1430, 2008 | recombinant TbHK1, G6PDH-coupled NADH A340 | hit rate 0.11% among 220,000;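 active = inhibition of 50% or more in the single-dose primary screen; inactive = inhibition below 50%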
# Runt-CBFb FRET = inhibitors of RUNX1 Runt–CBFb binding, primary screen, biochemical, FRET, Cerulean-Runt, Venus-CBFb, uHTS; AID 1496, 2009; hit rate 0.46% among 220,000; Cerulean-Runt/Venus-CBFb FRET ratio 530/480, 1 h; Runt-related transcription factor 1 (Homo sapiens) + Core-binding factor subunit beta …; inhibition, % at 20 µM;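 active = inhibition over about 50% at 20 µM in the single-dose screen, limit read from the data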;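 note: 0% = DMSO wells and 100% = excess unlabeled CBFb competitor control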
#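 Buffer or medium: Tris pH 7.5 buffer with BSA. Assay system: Cerulean-labeled Runt domain protein. Amount: each fluorescent fusion protein 100 nM. Read-out basis: loss of energy transfer signal. Incubation: 1 h compound exposure, room temperature. Probe or stimulus: Venus-CBFb binding partner, 100 nM. Detection: FRET, excitation 422 nm, emission at 530 and 480 nm.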
# EBV gp42 inh = Epstein-Barr virus gp42 inhibitors, primary screen, biochemical, uHTS, fluorescence polarization; inhibition, % (tested at 21.74 µM); AID 1085, 2008; hit rate 0.42% among 220,000; Glycoprotein 42 (Epstein-Barr virus (strain AG876)), Q1HVG2; Fluorescence polarization binding assay, mP read-out; in the data active = inhibition above about 50%
# Runt-SMMHC FRET = inhibitors of RUNX1 Runt–CBFb-SMMHC binding, primary screen, biochemical, FRET, Cerulean-Runt, Venus-CBFb-SMMHC, uHTS; AID 1434, 2008; inhibition, % at 20 µM; hit rate 0.74% among 220,000; Cerulean-Runt/Venus-CBFb-SMMHC FRET ratio 530/480, 1 h; Runt-related transcription factor 1 (Homo sapiens) + Core-binding factor subunit beta …;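 active = mean inhibition across duplicate retests at 20 µM reaching about 50%, limit read from the data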;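 note: 0% = DMSO wells and 100% = wells with excess untagged CBFb-SMMHC; inhibitors lower the FRET ratio by blocking Runt binding to CBFb-SMMHC; some results filed as inactive read as strong as hits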
# L929 necroptosis = inhibitors of zVAD-triggered necroptosis, primary screen, L929 cells | L929 zVAD necroptosis rescue, ATP luminescence, 24 h; with zVAD 60 µM | viability rescue, % at 10 µM | hit rate 0.38% among 220,000 | AID 1377, 2008;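 active = activation, scaled between plate controls, above about 75%, limit read from the data; inactive = activation under that limit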;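 note: 0% = zVAD with DMSO and 100% = DMSO alone without zVAD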
# p47phox inh = p47phox/p22phox peptide binding inhibitors, primary screen, biochemical, uHTS, NADPH oxidase regulatory subunit. Neutrophil cytosol factor 1 (Homo sapiens), P14598. fluorescence polarization, 2 h. inhibition, % at 24.7 µM. hit rate 0.53% among 220,000;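 active = inhibition above about 30%, limit read from the data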;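 note: 0% = p47phox with labelled peptide and 100% = labelled peptide alone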
# Target sequence (P14598 whole entry, looked up): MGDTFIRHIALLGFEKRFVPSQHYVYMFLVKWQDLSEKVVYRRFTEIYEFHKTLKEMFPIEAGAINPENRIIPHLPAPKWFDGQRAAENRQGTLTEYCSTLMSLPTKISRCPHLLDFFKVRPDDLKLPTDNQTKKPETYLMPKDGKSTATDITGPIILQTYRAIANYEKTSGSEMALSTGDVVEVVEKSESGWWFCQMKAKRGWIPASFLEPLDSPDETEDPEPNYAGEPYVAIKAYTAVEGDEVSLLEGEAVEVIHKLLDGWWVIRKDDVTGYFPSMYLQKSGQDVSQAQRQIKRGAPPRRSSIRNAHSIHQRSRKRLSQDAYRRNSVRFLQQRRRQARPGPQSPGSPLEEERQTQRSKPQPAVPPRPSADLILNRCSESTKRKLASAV
# Hck Nef HTS = inhibitors of Nef-activated human Hck kinase, primary screen, biochemical, Z-Lyte FRET, 384-well, Hck-YEEI; Tyrosine-protein kinase HCK (Homo sapiens), P08631; Recombinant Hck-YEEI plus Nef, Z-Lyte FRET kinase assay; inhibition, % at 20 µM; hit rate 0.68% among 220,000; AID 463187, 2010;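 active = Hck-Nef kinase inhibition above about 50%, limit read from the data; inactive = inhibition below that limit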;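 note: 0% = DMSO with Hck plus Nef and 100% = Hck alone without Nef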
# Target sequence (P08631 whole entry, looked up): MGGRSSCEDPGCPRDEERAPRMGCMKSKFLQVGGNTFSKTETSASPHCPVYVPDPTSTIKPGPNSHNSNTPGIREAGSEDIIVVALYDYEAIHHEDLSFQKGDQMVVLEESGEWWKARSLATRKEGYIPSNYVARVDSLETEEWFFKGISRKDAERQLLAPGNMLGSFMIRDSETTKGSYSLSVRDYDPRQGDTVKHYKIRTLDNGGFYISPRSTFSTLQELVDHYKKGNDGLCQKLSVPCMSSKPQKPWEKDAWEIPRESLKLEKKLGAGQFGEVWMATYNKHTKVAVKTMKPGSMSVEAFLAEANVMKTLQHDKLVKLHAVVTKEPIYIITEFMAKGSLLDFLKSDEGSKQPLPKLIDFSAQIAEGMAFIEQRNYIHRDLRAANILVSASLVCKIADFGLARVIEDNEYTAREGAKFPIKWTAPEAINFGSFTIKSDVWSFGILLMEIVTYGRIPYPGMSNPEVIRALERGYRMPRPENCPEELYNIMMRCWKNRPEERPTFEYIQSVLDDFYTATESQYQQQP
# Mdm2 ligase inh = MDM2-luciferase reporter signal enhancers, primary screen, MDM2 E3 ligase inhibitor project, cell-based, luminescence, 1536-well. hit rate 0.11% among 210,000. signal enhancement, % at 5 µM. cell-based MDM2 ubiquitination luciferase reporter, 2 h; 0 = plate control, 100 = twice control, blank-subtracted. AID 1230, 2008. E3 ubiquitin-protein ligase Mdm2 (Homo sapiens), Q00987;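 active = signal enhancement of 30% or more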;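 note: luminescence tracks abundance of the self-degrading MDM2-luciferase fusion protein; higher signal means inhibition of MDM2 E3 ligase activity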
#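 test system = mammalian cells stably expressing self-ubiquitinating, self-degrading MDM2 E3–luciferase fusion | quantity = 2000 cells/well | incubation = cell settling 4 h, compound treatment 2 h, both 37 °C | signal = luminescence with SteadyLite reagent, 15 min at room temperature | evaluation = % enhancement relative to plate controls after blank subtraction | benchmarks = plate controls and plate blanks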
# 14-3-3 Bad PPI = inhibitors of 14-3-3 zeta/Bad binding, primary screen, biochemical, TR-FRET, bovine 14-3-3 zeta; 14-3-3 protein zeta/delta (Bos taurus), P63103; TR-FRET 14-3-3zeta/Dy647-pBad peptide displacement, 1 h; inhibition, % at 21.7 µM; hit rate 0.71% among 220,000;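 active = inhibition above about 70%, limit read from the data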;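 note: 0% = full 14-3-3 plus peptide FRET controls and 100% = background without 14-3-3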
# * = called active by the depositor; / = not tested or not shown; [ ] = remark or other dose.
SMILES,TbHK1 inh,Runt-CBFb FRET,EBV gp42 inh,Runt-SMMHC FRET,L929 necroptosis,p47phox inh,Hck Nef HTS,Mdm2 ligase inh,14-3-3 Bad PPI
Cc1cc(N)c2cc(NC(=O)/C=C/c3ccccc3Cl)ccc2n1,11,-1,-7,16,-3.4,97*,-170,-10,20
COc1cccc2cc(C(N)=O)oc12,-1,3,-5,0,0.1,-14,12,-13,-23
COc1ccc(N2CCN(S(=O)(=O)c3cccc(C(F)(F)F)c3)CC2)cc1,-11,-1,-10,2,-0.1,-48,1,-4,-3[fluorescence artefact?]
CC(=O)Nc1ccccc1OCc1cnc(Cl)s1,-1,0,0,4,5.2,-9,4,-4,-1
CCOC(=O)c1[nH]c(C)c(C(=O)C(C)C)c1C,-7,1,-17,1,-0.2,-12,2,-19,-8
O=C(COC(=O)c1ccc(CO)cc1)Nc1ccc(OC(F)F)cc1,-9,-1,-6,-1,-1.3,-5,8,-20,1
COc1ccc(N2C(=O)C3C(C2=O)C2C=CC3C23CC3)c([N+](=O)[O-])c1 (configuration not stated),0,1,1,-2,0.9,-2,18,-9,-5
O=C(NNC(=S)Nc1ccc(F)cc1)c1cccc([N+](=O)[O-])c1,-27,1,5,0,0.9,-1,7,-3,-2
O=[N+]([O-])c1ccc(-n2ccnc2)cc1,-13,-1,-15,2,0.1,-14,6,-9,2
Cc1ccc2oc(=O)c3cc(C(=O)NCCCN4CCc5ccccc5C4)sc3c2c1,2,-1,-8,0,/,-3,-3,/,11[fluorescence artefact?]
O=[N+]([O-])c1cc(Cl)ccc1N1CCOCC1,-3,1,3,2,-0.2,3,26,0,-6
COc1cc(OC)cc(-c2nc(=S)n3ccsc3n2)c1,-7,9,-10,-3,0.8,8,20,-5,-6
CCC(CC)C(=O)NCCc1cc2cc(C)c(C)cc2[nH]c1=O,-8,0,2,0,2.5,4,-6,-14,4
O=C(Cn1c(SCC(=O)NC2CCCC2)nnc1-c1ccncc1)Nc1ccc2c(c1)OCO2,0,-4,-9,3,0.0,-6,1,-11,5
CCc1n[nH]c(=S)n1/N=C/c1cc(Br)c(OC)cc1OC,-6,13,2,19,12,-9,2,-12,1[fluorescence artefact?]
CCOc1ccc(S(=O)(=O)NCCSCc2ccco2)cc1,6,3,3,1,-0.4,-3,-2,-2,-5
CC1CCN(c2c(NCC3CCC(C(=O)N4CCc5ccccc5C4)CC3)c(=O)c2=O)CC1 (configuration not stated),-2,-1,4,3,0.7,-8,1,-11,1
COC(=O)C1=C(C)N(CCC2=CCCCC2)C(=O)C1,1,1,-17,-2,-0.2,-7,-1,-11,-7
Cc1cc(C(=O)NCc2ccccc2)c(=O)[nH]c1C,-22,0,11,-2,1.7,-8,8,-6,18[fluorescence artefact?]
CCOC(=O)c1sc(NC(=O)CSc2nc(C)cc(-c3ccccc3)n2)c(C#N)c1C,-7,22,-29,27,-0.2,-11,0,-18,8
COc1ccc(NC(=O)C2CC(=O)N/C(=N/N=C/c3ccco3)S2)cc1 (configuration not stated),-43,5,-13,0,0.8,-22,14,-7,1
C[C@H](NS(=O)(=O)c1ccccc1)C(=O)OCC(=O)NC(=O)Nc1ccc2c(c1)OCCO2,28,42,-17,2,0.0,-1,1,-1,-38[fluorescence artefact?]
COCCNC(=S)N/N=C(\C)c1cc2ccccc2o1,-75,2,-12,0,/,-8,9,5,1
O=C(Nc1cccc(C(F)(F)F)c1)c1ccc2nc(-c3ccco3)c(-c3ccco3)nc2c1,0,1,-7,-13,2.6,-10,4,-28,6
CCOC(=O)c1sc(=S)n(-c2cc(F)ccc2F)c1N,-25,21,-2,3,3.0,-5,1,-8,0
CC1CC(C)(C)Nc2ccc(OC(=O)c3ccco3)cc21 (configuration not stated),-3,/,-6,2,0.8,11,3,-13,11
Cc1oc(S(=O)(=O)N2CCCCC2)cc1NC(=O)Nc1ccccc1,-16,1,3,-1,2.1,-16,22,-5,-4
CC1(C(=O)Nc2nnc(C(C)(C)C)s2)Cc2ccccc2C(=O)O1 (configuration not stated),0,-1,-8,-7,1.5,-13,2,-16,-12[fluorescence artefact?]
O=C(N/N=C/c1ccc(-c2cccc([N+](=O)[O-])c2)o1)[C@H]1C[C@@H]1c1ccccc1,-9,-2,-9,4,2.8,-6,2,-1,3[fluorescence artefact?]
CC(C)OC(=O)CSc1nc(Cc2cccs2)nc2ccccc12,2,-4,-15,-2,1.2,-20,23,2,2
CCOc1ccc(NC(=O)c2ccc(NC(=O)CSc3nc4ccccc4c(=O)[nH]3)cc2)cc1,5,-9,-18,-22,2.3,-38,37,3,26
O=C(COC(=O)c1ccc[nH]c1=O)NC1CCCCCC1,-3,-2,-11,2,-0.1,-2,-19,6,-3
COC(=O)c1ccc(NC(=O)C23CC4CC(C2)CC(n2cnc(Cl)n2)(C4)C3)cc1,-4,-4,6,-7,3.0,-10,5,/,2
CCOC(=O)Cc1csc(NC(=O)CS(=O)(=O)Cc2ccccc2)n1,-7,-1,-18,-1,-0.9,-7,7,-12,1
O=C(NCc1ccccn1)C(=O)NN=C1CCCCCCCCCCC1,2,0,-9,3,23,2,21,-2,-4
COCCN=C1Sc2nc3cc4c(cc3cc2CN1CC1CCCO1)OCO4 (configuration not stated),-12,0,-3,-5,0.0,1,12,-5,-11
N#Cc1c(-c2ccco2)nc(SCC(=O)Nc2ccc(S(N)(=O)=O)cc2)[nH]c1=O,-1,0,2,2,0.8,-7,8,-5,-10[fluorescence artefact?]
COc1ccc(C(=O)/C=C/c2ccc(N3CCCCC3)c([N+](=O)[O-])c2)cc1,-10,-4,3,-5,1.0,-8,0,-11,-3
C=CCOC(=O)C(C#N)c1nc2ccccc2nc1N1CCCC1 (configuration not stated),1,15,-9,15,-0.2,-8,1,2,19
CCSc1nnc(NC(=O)C2CC2c2ccccc2)s1 (configuration not stated),23,0,-10,-1,2.3,-1,3,0,-15

# The final 2 entries of the part before are carried over, then new ones follow.
SMILES,TbHK1 inh,Runt-CBFb FRET,EBV gp42 inh,Runt-SMMHC FRET,L929 necroptosis,p47phox inh,Hck Nef HTS,Mdm2 ligase inh,14-3-3 Bad PPI
C=CCOC(=O)C(C#N)c1nc2ccccc2nc1N1CCCC1 (configuration not stated),1,15,-9,15,-0.2,-8,1,2,19
CCSc1nnc(NC(=O)C2CC2c2ccccc2)s1 (configuration not stated),23,0,-10,-1,2.3,-1,3,0,-15
CCOc1ccc2nc(NC(=O)c3ccccn3)sc2c1,-21,-2,-6,1,8.3,-17,21,/,-7
Cc1ncc([N+](=O)[O-])n1CCOC(=O)C12CC3CC(CC(C3)C1)C2,-6,-2,-12,-2,-0.3,-18,2,/,-3
O=C1/C(=C/c2ccccc2)CCC1C1CCCC1 (configuration not stated),-4,0,7,4,0.6,0,3,-12,3
O=C(NCc1ccccn1)c1ccc(Br)s1,4,1,6,1,0.1,-5,3,-21,-11
CC1CN(Cc2nc3c(c(=O)n(C)c(=O)n3C)n2Cc2ccccc2)CC(C)O1 (configuration not stated),-9,4,-18,3,-0.3,-2,0,-6,-1
COC(=O)CCN(C(=O)c1ccc(OC(C)=O)cc1)c1ccccn1,-3,8,-10,2,-0.3,-4,1,-23,5
CCCC1c2ccc(C)n2CCN1C(=O)Nc1ccc(F)cc1 (configuration not stated),14,1,7,-6,-0.4,-22,0,7,-10
CCn1c(CC(=O)Nc2cccc(OC)c2)nnc1SCC(=O)N1CCN(c2ccccc2)CC1,-4,-1,-9,-4,/,7,-5,-10,-2
Clc1ccc(CSc2nncn2-c2ccccn2)cc1,6,0,11,2,0.2,-6,0,-12,-8
Cc1cccc(C)c1OCCSc1n[nH]c(N)n1,-3,-2,-2,2,0.9,-4,2,5,-2[fluorescence artefact?]
Cc1ccccc1NC(=S)NCCc1ccccn1,1,3,2,1,-0.1,-1,1,-3,4[fluorescence artefact?]
CC1CCN(C(=O)COc2cccc3c2CCN(Cc2ccccc2)C3=O)CC1,-2,-2,-27,0,4.2,1,20,27,-9
CCOc1ccc(CN2CCN(Cc3cnc(-c4ccccc4)s3)CC2CCO)cc1 (configuration not stated),-18,0,-10,-1,10,-5,17,-8,-9
O=C(OC(C(=O)NCC1CCCO1)c1ccccn1)c1cccs1 (configuration not stated),0,2,-21,-1,0.5,1,3,-11,-3[fluorescence artefact?]
CCOc1ccc(S(=O)(=O)n2cc(-c3ccc(F)cc3)c(N)n2)cc1,6,-1,2,-1,0.8,-4,7,-12,0
CCc1ccc[n+](-c2nc([O-])sc2C=O)c1,-33,-4,1,-1,0.4,-6,22,2,2
CCn1c(SCC(=O)C(C)(C)C)nnc1-c1ccccc1OC,-1,-1,1,0,-0.4,1,-1,4,-2
COc1ccc(CN(C)CC(=O)NC(=O)NCc2ccccc2)cc1OC,15,-62,-1,2,-0.2,-11,3,-2,-12[fluorescence artefact?]
COc1cccc(/C=N/Nc2ncnc(Cl)c2N)c1O,35,0,-3,1,0.4,-14,0,-15,19
CCOCCCN1C(=O)C(O)=C(C(C)=O)C1c1cccs1 (configuration not stated),-14,/,-8,/,1.1,-6,6,10,21
CCOC(=O)c1oc2ccccc2c1NC(=O)CCl,-9,-2,-14,1,-0.1,-10,15,-15,0
Cc1ccc([N+](=O)[O-])c(C(=O)Nc2cccnc2Cl)c1,-1,2,-3,-2,2.3,-2,-9,1,-1
COc1cc(S(=O)(=O)N2CCOCC2)ccc1NC(=O)COC(=O)c1ccccn1,-4,5,-19,-1,0.0,-2,1,-14,1
CC1SC(=NC(=O)C(C)N2C(=O)c3ccccc3C2=O)NC1=O (configuration not stated),-13,-1,-7,-1,0.0,-7,7,0,1[fluorescence artefact?]
CC(=O)Nc1cccc(-c2nnc(SCC(=O)n3c4c(c5ccccc53)CCCC4)n2C)c1,-12,0,1,-4,1.2,-9,8,-20,4
COC(=O)c1c(-c2cccc(C)c2)csc1N,1,8,-3,16,0.1,-9,12,-13,-19
Cc1c(C(=O)OCC(=O)N(C)C2CCS(=O)(=O)C2)oc2ccc(Br)cc12 (configuration not stated),-2,0,-3,0,0.0,9,-3,-6,2

# Assay outcomes deposited in PubChem BioAssay by several laboratories.
